DNMT1 block: DNMT1 (human) enzyme inhibition | P26358 | inhibition (reported as % activation of signal), % at 10 µM | DNMT1 molecular beacon, Hinp1I cleavage, fluorescence | 360,000 tested, 0.83% active | AID 588458; in the data active means inhibition above about 50%
SUMO1-SIM PPI: modulators of human SUMO1-mediated protein-protein interactions | SUMO1 binding to a labelled peptide, TR-FRET, 1 h | inhibition, % at 20 µM | 360,000 tested, 0.33% active | AID 602429; in the data active means inhibition above about 37%
Neddyl block: blocks human cullin neddylation. calls only at 25 µM. AID 651699. TR-FRET cullin neddylation, biochemical. 360,000 tested, 0.58% active. P61081+Q13564; in the data active means inhibition above about 36%
Target sequence (P61081 whole entry, looked up): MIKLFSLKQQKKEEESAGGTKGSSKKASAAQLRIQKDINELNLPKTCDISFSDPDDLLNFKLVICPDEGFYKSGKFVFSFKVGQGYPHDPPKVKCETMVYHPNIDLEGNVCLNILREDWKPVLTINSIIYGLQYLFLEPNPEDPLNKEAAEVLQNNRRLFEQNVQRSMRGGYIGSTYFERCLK
Target sequence (Q13564 whole entry, looked up): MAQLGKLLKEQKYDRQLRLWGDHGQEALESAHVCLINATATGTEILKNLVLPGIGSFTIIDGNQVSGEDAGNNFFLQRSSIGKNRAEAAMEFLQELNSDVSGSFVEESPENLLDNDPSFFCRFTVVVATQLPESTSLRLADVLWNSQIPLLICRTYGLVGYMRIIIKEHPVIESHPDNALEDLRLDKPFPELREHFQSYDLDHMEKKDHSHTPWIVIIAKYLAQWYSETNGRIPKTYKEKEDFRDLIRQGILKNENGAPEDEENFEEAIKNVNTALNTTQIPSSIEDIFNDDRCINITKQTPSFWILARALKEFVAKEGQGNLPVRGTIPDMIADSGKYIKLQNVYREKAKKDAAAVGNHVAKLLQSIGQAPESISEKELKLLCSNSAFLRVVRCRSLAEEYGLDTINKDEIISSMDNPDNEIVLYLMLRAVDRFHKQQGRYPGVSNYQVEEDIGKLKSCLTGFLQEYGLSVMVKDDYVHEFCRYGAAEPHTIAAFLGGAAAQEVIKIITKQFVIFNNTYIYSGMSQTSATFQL
CSN deneddyl inh: blocks human CSN-mediated cullin deneddylation | Purified CSN, SCF-Nedd8-OG deneddylation, fluorescence polarization | inhibition, % at 12.5 µM | 360,000 tested, 0.38% active | AID 651999;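 active means pattern-corrected inhibition above about 35%, with an unprinted fluorescence ratio check between 0.5 and 1.5, limit read from the data, passing the limit was not always enough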;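 further: 0% = enzyme with substrate and 100% = substrate without enzyme; some results filed as inactive read as strong as hits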
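Detection – fluorescence polarization · System – HEK293T-derived human Csn5 enzyme · Controls – substrate-only high control, full reaction low control · Timing – 90 min, room temperature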
Rin1-Abl PPI inh: blocks binding of human Rin1 to Abl. P00519+Q13671. TR-FRET Rin1/Abl binding, biochemical. inhibition, % at 7.35 µM. 360,000 tested, 0.4% active. AID 588664; in the data active means inhibition above about 5%, passing the limit was not always enough
Scp1 inh: inhibitors of human Scp-1 phosphatase | AID 493091 | Recombinant Scp1, phosphopeptide, malachite green phosphate absorbance | Q9GZU7 | inhibition, % at 20 µM | 340,000 tested, 0.88% active;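 active means inhibition above about 50% at 20 µM, limit read from the data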;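 further: plate controls were DMSO wells with enzyme for no effect and wells lacking enzyme for full effect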
Target sequence (Q9GZU7 76-261 limits assumed): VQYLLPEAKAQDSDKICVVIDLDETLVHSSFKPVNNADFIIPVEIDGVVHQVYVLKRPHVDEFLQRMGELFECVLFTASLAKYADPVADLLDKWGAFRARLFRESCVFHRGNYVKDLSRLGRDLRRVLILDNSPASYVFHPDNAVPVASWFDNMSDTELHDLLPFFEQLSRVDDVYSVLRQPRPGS
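Incubation: 45 min enzyme reaction at room temperature / System: truncated SCP-1 phosphatase (76-261aa) / Reagent: Phospho 17-mer peptide substrate / Buffer or medium: Acidic Tris acetate buffer with magnesium and detergent / Signal: absorbance at 630 nm / Doses: one concentration, 20 µM, with 1.0% DMSO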
NadD inh: blocks S. aureus nicotinate mononucleotide adenylyltransferase; 360,000 tested, 0.78% active; inhibition, % at 20 µM; AID 602399; purified NadD enzyme, colorimetric absorbance read-out; in the data active means inhibition above about 26%; further: some compounds past the cut are filed as inactive
Rpn11 block: inhibitors of human proteasome Rpn11; calls only at 20 µM; 360,000 tested, 0.59% active; O00487; human 26S proteasome, Ub4-pepOG fluorescence polarization; 20S core pre-blocked with epoxomicin;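 active means inhibition at 20 µM, scaled to each plate's controls, above about 33%, limit read from the data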
STEP block: inhibitors of human striatal-enriched phosphatase STEP. P54829. recombinant STEP, OMFP fluorogenic substrate, fluorescence. inhibition, % at 20 µM. 360,000 tested, 0.25% active. AID 588621;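 active means inhibition at 20 µM, scaled per plate between control wells, above about 37%, limit read from the data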;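 further: 0% = DMSO with enzyme and substrate and 100% = substrate only without enzyme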
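Material: STEP (striatal-enriched tyrosine phosphatase) enzyme, cell-free; Compound dosing: 20 µM single dose in 1% DMSO; Technique: fluorescence read at 480 nm ex / 540 nm em; Times: reaction 20 min, ambient temperature; Medium: 50 mM Bis-Tris pH 6.0 with 2.5 mM DTT and 0.005% Tween 20; Also added: OMFP at 25 µM.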
LMPTP block: blocks human LMPTP phosphatase | P24666 | recombinant LMPTP-A, OMFP fluorogenic substrate, fluorescence intensity | inhibition, % at 20 µM | 360,000 tested, 0.22% active | AID 651560;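 active means compounds that cut the enzyme signal by at least half of the control window in the single-dose screen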;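 further: plate controls were DMSO wells with enzyme plus substrate for no effect and substrate without enzyme for full effect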
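Test system: LMPTP-A, protein tyrosine phosphatase of low molecular weight; Input: 0.625 nM enzyme; Incubation: 50 min dark incubation at room temperature; Signal: endpoint fluorescence intensity from OMFP dephosphorylation; Read-out basis: % inhibition versus control wells.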
Numbers without * were called inactive; i = inactive; / = not tested or not shown.

SMILES	DNMT1 block	SUMO1-SIM PPI	Neddyl block	CSN deneddyl inh	Rin1-Abl PPI inh	Scp1 inh	NadD inh	Rpn11 block	STEP block	LMPTP block
O=C(COC(=O)c1ccc(O)cc1)Nc1ccccc1-c1ccccc1	-1.9	1.2	i	-6.2	2.9	-9.7	-5.5	i	0.4	0.7
CNc1nc(-c2ccc3c(c2)CCN3C(=O)c2ccccc2C)cs1	-25.8	-6.7	i	-2.2	-0.1	0.6	9.4	i	-0.9	2.7
CCOC1=C/C(=C/c2c(N)n3nc(-c4ccccc4)sc3nc2=O)C=CC1=O	0.0	13.6	i	40.8*	3.5	7.3	43.5*	/	0.2	1.3
CC(C)CN(C(=O)COC(=O)Cc1n[nH]c(=O)c2ccccc12)C1CCS(=O)(=O)C1 (centres undefined)	1.9	-1.1	i	0.9	-4.7	-9.2	-6.5	i	-2.6	-0.4
CCOC(=O)c1c(C)[nH]c(C)c1C(=O)CSc1nnnn1-c1ccccc1	-1.0	3.2	i	0.0	3.0	0.8	-3.4	i	-8.5	-1.8
COc1cc2c(cc1OC)-c1cc3ccc(OC)c(OC)c3c[n+]1CC2	-7.1	-15.3	i	-1.8	-15.2	-6.3	1.9	i	1.5	-0.8
CCc1nnc(NC(=O)c2cccs2)s1	5.1	-0.2	i	-0.8	-2.9	-14.0	-0.6	i	-1.3	-0.8
CCc1ccc(OCc2ccc(C(=O)O)o2)cc1	0.9	0.0	i	8.2	0.8	-3.0	-7.4	i	-1.0	0.3
Cc1ccc(C)c(C(=O)CCC(=O)NNC(=O)c2cccs2)c1	-2.0	-0.6	i	14.3	0.3	-1.7	0.3	i	-3.8	-0.4
CCOC(=O)c1c(/N=C/C2=C(O)CCCC2=O)sc(C)c1C	1.5	-10.9	i	-3.5	-7.0	-2.6	2.6	i	-2.8	1.4
O=C(Nc1nnc([C@@H]2C[C@H](O)[C@@H](CO)O2)s1)Nc1ccccc1Oc1ccccc1	-1.7	3.1	i	2.9	2.6	/	-5.3	i	2.2	-3.0
CCOC(=O)C1CCCN(S(=O)(=O)c2ccc(Cl)nc2)C1 (centres undefined)	-0.3	3.4	i	3.7	1.0	-6.8	-0.5	i	0.0	-2.0
Cc1ccc2nc(SCC(=O)Nc3cc([N+](=O)[O-])ccc3F)[nH]c2c1	-9.3	-13.1	i	-0.6	-1.7	-7.1	8.8	i	3.2	0.4
Cc1ccc(C(=O)OCC(=O)NC2CCCC(C)C2C)cc1S(=O)(=O)N1CCCCC1 (centres undefined)	-2.4	2.9	i	-1.7	1.6	-7.9	-6.9	i	2.3	1.6
O=C(NNC(=O)c1ccco1)c1ccc(NS(=O)(=O)c2cccs2)cc1	2.9	3.8	i	2.6	3.5	-0.7	-3.1	i	-2.5	-1.2
CN(C)CCOC(=O)C1(c2ccccc2)CCCC1	-1.0	-2.0	i	-5.2	-6.7	-4.2	-8.2	i	-2.9	-1.8
COc1ccc(-c2nc(-c3ccc(NC(=O)c4ccncc4)cc3)no2)cc1OC	-23.7	-0.5	i	2.7	-0.9	-1.6	-9.0	i	-1.8	1.5
CC(=O)NCCc1ccc(S(=O)(=O)Nc2ccc(C)c(S(=O)(=O)N3CCOCC3)c2)cc1	0.7	3.1	i	-3.1	2.6	5.7	-15.8	i	-5.1	-1.1
CCOC(=O)c1ccc(S(=O)(=O)N2CCN(CC(=O)NC(=O)NC(C)(C)C)CC2)cc1	0.9	0.0	i	-2.6	4.3	0.2	-0.2	i	-1.9	-1.3
CCOc1cc(N2CCOCC2)c(OCC)cc1NC(=O)CN1C(=O)NC2(CCc3ccccc32)C1=O (centres undefined)	-6.3	2.5	i	-2.5	-0.5	-2.6	-1.5	i	1.4	-1.2
Cc1nc(Nc2ccccc2)sc1C(=O)Nc1ccccc1	4.9	-1.8	i	0.5	0.2	0.3	-5.4	i	-0.3	1.6
O=C1C(=NO)CCCc2ccccc21	5.3	-10.3	i	-1.8	0.0	-13.3	-1.9	i	-0.2	-1.9
CCCOc1ccc(/C=N/NC(=O)CN2CCCCC2)cc1OCC	4.6	-8.4	i	2.8	-2.5	3.8	-3.1	i	0.7	0.4
CC(=O)c1ccc(OCC(=O)OCC(=O)NCc2ccco2)cc1	4.9	-1.5	i	-3.9	-0.4	-0.7	-3.1	i	-1.8	-0.3
COc1ccc(-c2csc(NC(=O)CN3C(=O)CCC3=O)n2)cc1OC	-2.7	-2.1	i	-3.7	-4.8	-8.7	-4.9	i	-2.5	-0.8
O=C(Cc1ccc(Br)cc1)N1CCN(c2ccccn2)CC1	0.5	2.9	i	-7.0	-0.9	2.5	-2.1	i	-2.0	-2.9
CC(OC(=O)c1c[nH]c2ccccc12)C(=O)N1CCCC1 (centres undefined)	0.2	6.9	i	1.2	3.6	-12.0	3.4	i	-1.2	-1.3
COc1ccc(C(C(=O)NCCC(C)C)N(CCCO)C(=O)c2snc(C(N)=O)c2N)cc1OC (centres undefined)	9.4	-3.5	i	-1.9	-0.7	-2.2	-0.9	i	-1.7	-1.1
O=c1c2ccccc2nc(/C=C/c2c[nH]c3ccccc23)n1CCO	-5.5	-9.6	i	-0.4	-0.8	-8.6	3.2	i	-1.9	3.0
Cn1c(=O)c2cc(NC(=S)NC3CC3)ccc2n1Cc1ccccc1	-0.8	-2.1	/	-1.6	-0.2	/	7.1	i	2.1	-1.0
COc1ccc(OC)c(NC(=O)COC(=O)COc2ccc(Nc3ccccc3)cc2)c1	-40.9	5.5	i	0.1	2.8	-10.7	-5.5	i	-1.4	2.5
O=C(Nc1cccnc1)c1ccc(NS(=O)(=O)c2cccc([N+](=O)[O-])c2)cc1	2.4	-10.5	i	1.7	-3.0	-5.4	-3.3	i	-3.4	0.4
Cc1nc(S(=O)(=O)N2CCN(C3c4ccccc4-c4ccccc43)CC2)cn1C	-5.7	2.7	i	-0.1	1.9	-7.8	9.4	i	1.4	1.1
C=CCOc1c2ccc(C(=O)NCc3ccc(OC)cc3)cc2nn1C	-0.7	-4.1	/	-3.1	0.2	-5.6	2.0	i	-1.9	-1.6
O=C(Nc1ccccc1N1CCOCC1)c1cc2ccccc2o1	0.0	4.4	i	4.2	0.5	-3.0	-4.0	i	1.7	2.6
COc1cc(C(c2c(C(=O)O)[nH]c3ccccc23)c2c(C(=O)O)[nH]c3ccccc23)ccc1OCc1ccccc1	-0.6	14.7	i	5.0	-0.5	-7.7	24.3	i	-6.2	3.1
COc1ccc(C(=O)CC(=O)C(=O)Nc2cc(OC)ccc2OC)cc1	4.5	-1.7	i	0.9	3.1	-6.0	4.0	i	0.3	1.2
O=C(COC(=O)C1COc2ccccc2O1)Nc1ccc(Cl)cc1 (centres undefined)	3.0	2.1	i	-0.9	-0.5	-8.1	-2.5	i	-5.0	0.7
COc1cc(S(=O)(=O)N2CCCC3(CCCCC3)C2)ccc1-n1cnnn1	-7.0	3.3	i	-2.0	-6.4	-4.5	-2.0	i	-0.2	-0.1
COC(=O)C1CSC(C)(C)C(=O)N1 (centres undefined)	0.2	6.8	i	2.4	-4.5	-3.0	2.6	i	1.1	0.0
CCC(=O)N1CCC1(C)C(=O)Nc1ccc(F)cc1 (centres undefined)	3.6	1.9	i	3.3	-1.3	/	2.5	i	-1.5	-2.4
Cc1ccc2ccccc2c1C(O)c1ncc(-c2ccccc2)[nH]1 (centres undefined)	-1.2	-6.9	i	-4.7	-1.3	/	-2.9	i	4.3	-1.0
COc1ccc(C(C)=O)cc1CSc1ccc(S(=O)(=O)N2CCOCC2)cn1	-5.8	6.7	i	3.8	3.3	-12.1	-3.7	i	-3.1	0.6
CCOC(=O)c1ccccc1NC(=O)COC(=O)C(CC)Oc1ccccc1 (centres undefined)	5.3	-18.3	i	-5.0	0.4	/	6.3	i	1.6	-4.5
COc1cccc(/C=C2\NC(=O)NC2=O)c1O	-1.3	-14.2	i	-2.7	1.8	-16.3	-4.0	i	1.0	-2.9
O=C(CN1C(=O)c2ccccc2C1=O)Nc1ccc(Cl)cn1	3.5	-2.7	i	-6.2	5.7	6.6	-3.7	i	0.6	-0.1
Cc1ccc(-n2c(-c3ccco3)nc3c(cnn3-c3ccccc3C)c2=O)cc1	11.0	6.5	i	0.4	-1.2	-19.3	-1.1	i	-1.8	1.2
CC(C)CNC(=O)c1cccc(NC(=O)C(C)Oc2ccccc2)c1 (centres undefined)	-2.1	-2.5	i	-12.4	7.0	0.7	-3.4	i	2.8	-1.0
CC(=O)c1ccc(NC(=O)C(C)N(C)CC(=O)Nc2ccc(Cl)cc2)cc1 (centres undefined)	-0.6	-0.9	i	-8.7	0.4	-2.5	-0.4	i	1.1	-1.1
COCC1CCN(C(=O)c2cc(COc3cncc(Cl)c3)on2)C1 (centres undefined)	3.1	3.1	i	1.1	4.1	1.1	3.7	i	1.4	-2.2
C=CCN(CC=C)C(=O)c1ccncc1	-4.7	-4.5	i	4.4	-4.9	-3.6	2.9	i	1.0	-0.5
Cc1ccc(CNS(=O)(=O)c2c(C)[nH]c(C)c2C(=O)N2CCCCC2)o1	0.4	2.5	i	1.5	0.7	-13.1	-15.3	i	-1.1	-0.1
C[C@]12c3[nH]c4cc(-c5ccco5)ccc4c3CCN1C(=O)[C@@H](CC(=O)NCCCn1ccnc1)C[C@@H]2C(=O)N1CCCCC1	-3.1	-9.1	/	-1.0	-1.5	3.9	19.7	i	3.0	-3.8
CCOc1ccc2nc(NC(=O)CSc3nnc(-c4ccncc4)n3CC3CCCO3)sc2c1 (centres undefined)	-1.1	2.3	i	4.7	-0.6	-5.5	2.4	i	2.3	-0.6
O=C(N/N=C/c1ccncc1)c1ccc(NS(=O)(=O)c2cccs2)cc1	-1.6	-6.4	i	0.5	-4.2	-3.0	-0.9	i	2.5	1.0

Screening data as filed in PubChem.
